Screening results from PubChem BioAssay.
Rpn11 inh = Rpn11 (human) deubiquitinase inhibition. O00487. human 26S proteasome, Ub4-pepOG fluorescence polarization; 20S core pre-blocked with epoxomicin. calls only at 20 µM. hit rate 0.59% among 360,000. AID 588493;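 active means inhibition at 20 µM, scaled to each plate's controls, above about 33%, limit read from the data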
MT1-MMP act inh = MT1-MMP (human) activation inhibition; P50281; HT1080 RFP-PRO-GFP cells, GFP/RFP ratio fluorescence, overnight; percent of plate control window, DMSO zero; GFP/RFP ratio change, % at 20 µM; hit rate 0.061% among 360,000;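 active means GFP/RFP ratio change of at least 30% with cell ATP level not reduced by more than half and red fluorescence within 50% of control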; further: strong numbers were not always called active
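Assay system: HT1080 RFP-PRO-GFP cells | Dosing: 20 µM single dose, 1% DMSO | Incubation: Cells overnight before dosing, compound overnight, 37 °C, 5% CO2 | Evaluation: GFP/RFP fluorescence ratio | Control set: DMSO-only wells and HT1080 RFP-L50D-GFP cell wells as references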
NadD block = inhibitors of Staphylococcus aureus NadD; purified NadD enzyme, colorimetric absorbance read-out; inhibition, % at 20 µM; hit rate 0.78% among 360,000; in the data active means inhibition above about 26%; further: some compounds past the cut are filed as inactive
Scp1 inh = inhibitors of human Scp-1 phosphatase; Q9GZU7; Recombinant Scp1, phosphopeptide, malachite green phosphate absorbance; inhibition, % at 20 µM; hit rate 0.88% among 340,000;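 active means inhibition above about 50% at 20 µM, limit read from the data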;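 further: plate controls were DMSO wells with enzyme for no effect and wells lacking enzyme for full effect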
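Incubation: 45 min enzyme reaction at room temperature / System: truncated SCP-1 phosphatase (76-261aa) / Reagent: Phospho 17-mer peptide substrate / Buffer or medium: Acidic Tris acetate buffer with magnesium and detergent / Signal: absorbance at 630 nm / Doses: one concentration, 20 µM, with 1.0% DMSO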
SUMO1 PPI mod = modulators of human SUMO1-mediated protein-protein interactions; AID 602429; inhibition, % at 20 µM; hit rate 0.33% among 360,000; SUMO1 binding to a labelled peptide, TR-FRET, 1 h; P63165; in the data active means inhibition above about 37%
DNMT1 inh = DNMT1 (human) enzyme inhibition | P26358 | DNMT1 molecular beacon, Hinp1I cleavage, fluorescence | inhibition (reported as % activation of signal), % at 10 µM | hit rate 0.83% among 360,000 | AID 588458; in the data active means inhibition above about 50%
STEP block = STEP (human) phosphatase inhibition | recombinant STEP, OMFP fluorogenic substrate, fluorescence | hit rate 0.25% among 360,000 | AID 588621 | inhibition, % at 20 µM | P54829;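 active means inhibition at 20 µM, scaled per plate between control wells, above about 37%, limit read from the data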;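 further: 0% = DMSO with enzyme and substrate and 100% = substrate only without enzyme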
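Assay system: isolated STEP enzyme. Buffer or medium: pH 6.0 Bis-Tris with DTT and Tween 20. Also added: fluorogenic phosphatase substrate OMFP at 25 µM final. Dosing: 20 µM, 1% DMSO. Timing: 20 min reaction, room temperature, in the dark. Measured by: fluorescence intensity, excitation 480 nm, emission 540 nm. Evaluation: normalized % inhibition.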
SKN-1 inh = inhibitors of C. elegans SKN-1 | C. elegans VP596 Pgst-4::GFP/RFP ratio, acrylamide-induced, 24 h | inhibition, % at 21.8 µM | hit rate 0.49% among 360,000;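 active means interference check ratio from 0.5 to 1.5 plus GFP to RFP signal ratio inhibition reaching or exceeding a fixed threshold, cut at about 30% in these data, passing the limit was not always enough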; further: some compounds called inactive have numbers as strong as hits
CendR NRP1 mod = modulators of CendR peptide binding to human neuropilin-1; hit rate 0.85% among 360,000; O14786; inhibition, % at 25 µM; FAM-RPARPAR peptide binding to NRP-1, fluorescence polarization;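 active means inhibition or corrected inhibition above about 18%, plus a signal ratio from 0.5 to 1.5, limit read from the data, passing the limit was not always enough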; further: strong numbers were not always called active
LMPTP block = blocks human LMPTP phosphatase; P24666; recombinant LMPTP-A, OMFP fluorogenic substrate, fluorescence intensity; inhibition, % at 20 µM; hit rate 0.22% among 360,000;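 active means compounds that cut the enzyme signal by at least half of the control window in the single-dose screen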;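 further: plate controls were DMSO wells with enzyme plus substrate for no effect and substrate without enzyme for full effect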
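material = LMPTP-A | quantity = 0.625 nM enzyme | reagent = OMFP substrate, 400 µM final | buffer or medium = Bis-Tris pH 6.0, DTT, detergent | detection = endpoint fluorescence intensity from OMFP dephosphorylation | dosing = single 20 µM dose | read-out basis = % inhibition relative to no-enzyme and uninhibited control wells | control set = no-enzyme and uninhibited controls | timing = 50 min at room temperature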
Active calls of the source: *; i = inactive; . = no result given; + = active, no number.

entry	molecule	Rpn11 inh	MT1-MMP act inh	NadD block	Scp1 inh	SUMO1 PPI mod	DNMT1 inh	STEP block	SKN-1 inh	CendR NRP1 mod	LMPTP block
1	COc1ccc(C(=O)Nc2ccc(NC(=O)c3cc(OC)c(OC)c(OC)c3)cn2)cc1	i	3	3	-3	-3	-6	0	3	-2	-1.0
2	CCCSc1ccccc1C(=O)N1CCN(C(=O)c2ccco2)CC1	i	3	-3	2	4	6	-4	15	-2	0.4
3	COc1cccc(NC(=O)COC(=O)c2cc(S(=O)(=O)N3CCOCC3)ccc2C)c1	i	6	-3	-6	0	-6	-2	-4	-9	0.0
4	CCCNC(=O)Nc1cccc(NC(C)=O)c1	i	-3	-6	-7	0	-2	0	-8	-10	-2.2
5	Cc1ccc(S(=O)(=O)N2CCN(C(=O)CCn3cncn3)CC2)cc1	i	-3	-1	-5	-2	3	-2	-18	5	-1.5
6	O=C1CC(NS(=O)(=O)c2ccc([N+](=O)[O-])cc2)CN1c1cccc(F)c1 (configuration not stated)	i	6	-8	0	-33	-2	0	11	11	-1.0
7	Cc1cc(NC(=O)COC(=O)c2ccco2)no1	i	0	-5	-1	3	4	0	4	-1	-1.2
8	NC(N)=NS(=O)(=O)c1ccc(N)cc1	i	-1	5	-1	2	2	0	0	3	0.5
9	Cc1ccc(OCCC(=O)OCC(=O)NC(=O)NCc2ccccc2)cc1	i	3	-7	-6	1	2	0	-8	8	0.2
10	Cc1nnc(SCC(=O)NCC2CCCCC2)n(N)c1=O	i	1	-3	6	-1	1	-2	-14	14	-0.8
11	O=C(COC(=O)CN1C(=O)c2ccccc2C1=O)NC1CCCC1	i	1	-7	0	-6	3	-2	2	-4	-2.5
12	COc1ccccc1OCc1ccc(C(=O)NCC(C)C)o1	i	-7	-3	-2	-1	1	0	6	4	-1.6
13	O=C(c1cc2c(s1)CCCC2)N1CCN(Cc2ccc3c(c2)OCO3)CC1	i	1	0	-5	-1	-1	1	12	17	-2.7
14	CCOc1c(Cl)cc(/C=N/O)cc1OC	i	-8	-3	-7	-3	0	-3	12	6	0.2
15	O=C(OCCc1cc2ccccc2c(=O)o1)c1cccc(Br)c1	i	-2	-5	0	6	1	2	-15	5	1.1
16	O=C(O)CCCC(=O)NNC(=O)c1cccc(Br)c1	i	3	-3	-3	5	0	-2	-12	5	0.3
17	Cc1cc(OCc2nn[nH]n2)c2c(-c3ccccc3)cc(=O)oc2c1	i	1	-4	-5	-5	2	3	-9	-9	-1.9
18	Cc1ccc(N/N=C(\C#N)C(=N)N2CCCCCC2)cc1	i	-1	0	-5	-4	-1	0	1	10	3.3
19	CCOC(=O)CCNC(=O)c1ccc2nc(C3CCCCC3)oc2c1	i	3	-3	-6	6	0	0	0	6	0.5
20	COc1cc(/C=N/NC(=O)CC(=O)NC2CCCCC2)ccc1O	i	5	-1	-1	-5	1	-2	-23	12	-0.4
21	Cc1ccc(NC(=O)CN2CCCCC2)c2c1CC(C)(C)O2	i	1	0	-4	2	-2	0	1	19	-1.2
22	CCOC(=O)c1c(C)[nH]c(C(=O)C(C)OC(=O)c2ccc(NC(=O)CC#N)cc2)c1C (configuration not stated)	i	0	12	1	5	-36	-3	10	-1	0.6
23	O=C(COc1ccc(-c2nnc(N3CCCCC3)c3ccccc23)cc1)N1CCCCC1	i	11	8	5	-2	5	-13	-4	12	0.2
24	CC1CCN(S(=O)(=O)c2ccc(NC(=O)c3ccco3)cc2)CC1	i	2	-6	-12	3	-3	1	15	6	1.2
25	COc1cccc(CN2CCN(Cc3c(C)nn(C(C)C)c3C)CC2CCO)c1 (configuration not stated)	i	1	2	7	1	1	-1	-8	4	-0.9
26	O=C(Nc1nnc(Cc2ccccc2)s1)c1cccnc1	i	-8	-1	-7	-1	-1	-3	6	4	-0.3
27	CCOC(=O)/C(C#N)=C/c1cc2ccccc2nc1Cl	i	-2	-4	-11	-8	4	-2	2	-10	-0.2
28	CC(C)(C)Sc1nc(O)cc(=O)[nH]1	i	2	-4	-8	1	-2	-3	6	-7	-0.5
29	Cc1ccccc1-c1nc(CN2CCSCC2)c(C)o1	i	-4	-1	4	-3	-1	-2	-4	22	1.0
30	CC1CCc2c(sc(NC(=O)COC(=O)c3ccccc3NCc3ccco3)c2C#N)C1 (configuration not stated)	i	4	11	1	0	2	2	5	-7	2.7
31	COc1ccc(CN2CCNC(=O)C2CC(=O)NCCC2=CCCCC2)cc1OC (configuration not stated)	i	-4	1	-13	2	-1	0	-8	0	-0.5
32	CCCCC(=O)Nc1c2c(nn1-c1ccc(C)cc1)CS(=O)(=O)C2	i	7	-2	-5	4	-1	5	-4	-3	-0.2
33	O=C(CCC1CCCC1)N1CCN(C2CCCC2)CC1	i	3	-5	-14	-1	4	2	32	5	-3.3
34	CCCS(=O)(=O)N1CCC(C(=O)NCc2ccco2)CC1	i	2	-5	1	-1	10	5	-7	-12	0.2
35	CN(C(=O)c1cnccn1)c1c(N)n(Cc2ccccc2)c(=O)[nH]c1=O	i	-2	4	-4	1	3	0	5	-8	-0.4
36	Cc1cc(NC(=O)c2ccc(Cl)cc2)c(C)cc1O	i	-3	-1	-9	2	2	-6	6	12	-1.1
37	COc1ccc(S(=O)(=O)NNC(=S)NCCc2ccccc2)c(OC)c1	i	2	-6	-7	0	1	2	-3	5	-0.4
38	CCCCCNC(=O)CCn1c(=O)oc2ccccc21	i	-1	-5	2	1	6	-4	-7	3	-0.4
39	CC(=O)Nc1nnc(Cc2ccccc2)s1	i	-6	-5	-1	4	0	2	-22	5	0.0
40	CCOC(=O)c1ccc(S(=O)(=O)Nc2ccccc2-c2nnn(CC)n2)cc1	i	-2	-5	-20	3	-2	2	9	-5	1.9
41	COCc1c(C(=O)Nc2ccc(C)c(S(=O)(=O)N3CCOCC3)c2)oc2ccccc12	i	4	-10	-15	-3	-5	0	1	5	2.3
42	O=C(N/N=C/c1cccnc1)c1sc2ccccc2c1Cl	i	-5	1	-9	-22	-1	1	2	-9	-0.3
43	CN(Cc1cccc(F)c1)C(=O)CSc1nnc(C2CC2)n1C1CC1	i	-2	-5	1	-3	0	0	-10	17	-0.7
44	COc1ccc(OC)c(NC(=S)NC(=O)c2ccc(Br)o2)c1	i	2	1	-10	-4	-1	-1	-2	2	-1.1
45	O=C1/C(=C/c2ccc(O)c(O)c2)Oc2cc(O)ccc21	+	-36	0	-4	-24	6	2	20	-94	3.5
46	C=C(CN(C)C)C(=O)c1ccc(C)cc1C	i	2	22	0	0	-10	-2	4	7	-1.6
47	CC(C)NC(=O)Cn1cc(S(=O)(=O)N2CCCC2)c(S(=O)(=O)N2CCCC2)c1	i	-1	-4	5	-1	0	-2	-18	-10	-2.7
48	Cc1cc(NC(=O)/C(C#N)=C/c2ccc(-c3cccc(C(F)(F)F)c3)o2)n(-c2ccccc2)n1	i	-2	-10	-4	-1	-18	-4	22	-34	1.0
49	Cc1cn([C@H]2C[C@H](O)[C@@H](/C=C/C(=O)NCCN3CCCCC3)O2)c(=O)[nH]c1=O	i	3	-2	.	4	14	-1	7	9	-1.3
50	Cc1nnc(SCCn2c(N3CCN(C)CC3)nc3c2c(=O)n(C)c(=O)n3C)s1	i	-9	1	-1	0	2	-1	-32	1	-0.7
51	CCCCN1C(=O)N(c2nnc(C(C)(C)C)s2)C(O)C1c1ccc(C)cc1 (configuration not stated)	i	1	0	-14	6	4	0	2	0	1.2
52	CC(C)n1nnnc1SCC(=O)N1CCN(C(=O)c2ccco2)CC1	i	3	1	-2	1	3	2	4	12	-1.6
53	N=C1C(c2nc3ccccc3s2)=C(O)CN1CCCO	i	2	-1	-13	-1	1	4	7	11	-0.2
54	CC1CCN(C(=O)CSC2=NS(=O)(=O)c3cc(F)ccc3N2)CC1	i	-1	-4	-7	-3	3	0	8	8	-0.5
55	O=C(Cn1cnc2c(oc3ccccc32)c1=O)NCc1ccco1	i	2	3	-2	4	6	0	2	5	-0.5
56	CC(=O)NC(Cc1ccc(F)c(F)c1)C(=O)NC1CCN(C(=O)c2ccc(Cl)cc2)CC1 (configuration not stated)	i	1	-6	-1	2	1	-1	-4	0	-1.0
57	CC(=O)N1CCOc2cc(S(=O)(=O)NC(C)c3ccccc3)c(Cl)cc21 (configuration not stated)	i	-3	0	7	-1	-1	0	-30	-1	0.0
58	CC(OC(=O)c1cccc(-n2cnnn2)c1)C(=O)N(C)c1ccccc1 (configuration not stated)	i	1	-4	5	2	0	-1	-27	2	-0.2
59	Cc1ccc2cc(C3CC(c4ccco4)=NN3C(=O)CCCC(=O)O)c(Cl)nc2c1 (configuration not stated)	i	-2	-3	6	-1	1	2	1	-16	-0.6
